Source: PubChem (National Center for Advancing Translational Sciences (NCATS))
15-hLO-2 inh – inhibitors of human 15-lipoxygenase 2 (ALOX15B). Potency, µM (highest dose often 57.1 µM), for inactives: at the top dose activity change, negative = inhibition, actives largely listed as inhibitors. 110,000 compounds, 0.56% hits. purified 15hLO-2, xylenol orange hydroperoxide absorbance. AID 881; note: potency is the fitted concentration of half-maximal effect; nearly all actives have a fitted effect of over 60% in size; many of its hits are not listed in these tables
Target sequence (O15296 whole entry, looked up): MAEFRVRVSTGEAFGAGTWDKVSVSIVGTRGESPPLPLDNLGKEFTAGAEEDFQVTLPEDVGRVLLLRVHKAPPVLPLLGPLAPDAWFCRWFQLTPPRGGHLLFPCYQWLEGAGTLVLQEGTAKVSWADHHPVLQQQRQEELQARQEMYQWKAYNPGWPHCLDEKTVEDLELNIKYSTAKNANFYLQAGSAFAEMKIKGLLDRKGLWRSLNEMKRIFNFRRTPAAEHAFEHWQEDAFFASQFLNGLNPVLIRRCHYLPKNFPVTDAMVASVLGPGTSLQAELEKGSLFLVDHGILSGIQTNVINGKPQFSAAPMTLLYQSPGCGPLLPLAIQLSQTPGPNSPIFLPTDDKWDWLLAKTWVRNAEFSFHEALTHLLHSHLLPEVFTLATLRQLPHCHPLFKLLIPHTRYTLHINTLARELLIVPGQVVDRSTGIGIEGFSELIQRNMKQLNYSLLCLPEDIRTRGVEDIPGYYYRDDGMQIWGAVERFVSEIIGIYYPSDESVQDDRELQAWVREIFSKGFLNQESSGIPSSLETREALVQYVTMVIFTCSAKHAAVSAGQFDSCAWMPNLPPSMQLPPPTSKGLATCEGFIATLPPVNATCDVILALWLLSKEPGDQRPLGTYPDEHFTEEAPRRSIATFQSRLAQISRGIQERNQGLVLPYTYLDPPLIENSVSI
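Purified human 15hLO-2 (50 nM final) preincubated with compounds 15 min at room temperature in 25 mM Hepes pH 7.5, 0.01% Triton X-100, then 45 uM arachidonic acid added for 90 min; hydroperoxide detected via ferrous/xylenol orange, 573/405 nm absorbance ratio.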
PNC inhibitor – perinucleolar compartment assembly inhibition; PC3M PTB-GFP, PNC prevalence imaging, 16 h; stronger effect = lower value; activity change (PNC), negative = inhibition, % at 10 µM; 140,000 compounds, 3.1% hits; AID 2417;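 active = readout at or below -70, meaning at least 70% loss of cells showing the perinucleolar compartment, a nuclear body marking cancer cells; inconclusive = readout between -30 and a set limit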;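 note: plate controls were DMSO wells for no effect and camptothecin positive control wells for full effect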
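PC3M cells stably expressing PTB-GFP, 750–1000 cells/well, treated 16 h at 37 °C with compound (23 nl of library stock), in duplicate. After paraformaldehyde fixation and Hoechst stain, imaged at 20x; PNC prevalence scored by image analysis.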
IMPase cell inh – membrane-permeable compound that blocks inositol monophosphatase. P97697. CHO-M1 cells, IP1 accumulation, HTRF TR-FRET ratio. inhibition (IP1 accumulation), % at 46.1 µM. 120,000 tested, under 10 active; active = well fitted curve in the direction sought with a large enough effect in the signal ratio, not every such curve was filed as active; inconclusive = small, poorly fitted or top-dose-only effect, or a change in a side signal; inactive = no such curve, though single readings can be large or run the other way; the % refers to the signal ratio;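 note: cells stimulated with carbachol in lithium chloride buffer; plate controls were DMSO basal wells for no effect and reference inhibitor wells for full effect; higher means more IMPase inhibition seen as more IP1 and lower FRET ratio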
Target sequence (P97697 whole entry, looked up): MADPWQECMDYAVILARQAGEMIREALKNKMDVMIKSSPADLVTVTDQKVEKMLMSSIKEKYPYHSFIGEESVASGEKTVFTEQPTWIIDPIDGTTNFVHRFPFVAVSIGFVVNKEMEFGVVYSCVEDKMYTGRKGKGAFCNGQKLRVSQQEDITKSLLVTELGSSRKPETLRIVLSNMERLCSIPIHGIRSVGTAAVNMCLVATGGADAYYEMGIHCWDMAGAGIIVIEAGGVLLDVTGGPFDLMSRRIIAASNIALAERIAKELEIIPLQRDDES
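CHO-M1, 2000 cells/well, cultured 16–30 h; cpd up to 46 uM; carbachol (50 uM solution, stimulation buffer w/ 50 mM LiCl, pH 7.4), 30 min 37C; IP-One TR-FRET, 10 min RT; Ex 320/Em 665, 620; Hill-fit AC50.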
12-hLO inh – inhibitors of human 12-lipoxygenase (ALOX12). P18054. purified 12-hLO, xylenol orange hydroperoxide absorbance. Potency, µM (series often up to 57.1 µM), inactives show at the highest dose activity change, negative = inhibition, actives largely listed as inhibitors. 150,000 compounds, 0.12% hits; note: potency is the fitted concentration of half-maximal effect; nearly all actives have a fitted effect of over 55% in size; many of its hits are not listed in these tables
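Hydroperoxide output read as Fe(III)-xylenol orange absorbance, 573-to-405 nm ratio, after 30 min reaction with 40 uM arachidonic acid. Enzyme: 150 nM purified human 12hLO, 15 min compound preincubation; 25 mM Hepes pH 7.0, room temperature.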
An asterisk follows results filed as active; ? = inconclusive; / = not tested or not shown; [ ] = dose if it differs, or a comment. Unless noted, calls come from the whole dose curve; as a rule, active = well fitted curve in the direction sought with a large enough effect; inconclusive = small, poorly fitted or top-dose-only effect, or another doubt; inactive = no such curve, though single readings can be large; an effect the other way counts as inactive or inconclusive. Unless noted, % is set by controls: 0 for no effect and ±100 for the full control effect. An excerpt; count on the stated rates, not on these rows.

SMILES	15-hLO-2 inh	PNC inhibitor	IMPase cell inh	12-hLO inh
CCc1cc(-c2n[nH]c(=S)n2Cc2ccccc2)cs1	?	51	8	-21%
N/C(=N\c1nc2ccccc2o1)NC(=O)c1ccc(Cl)cc1	/	44	/	-3%
CC(=O)Nc1ccc(C(=O)CSc2nnc(Cc3ccccc3)o2)cc1	-3%	?	1	12%
Cc1cc(CCC(=O)O)c(C)cc1CCC(=O)O	-1%	-15	0	0%
Cc1ccnc(NS(=O)(=O)c2ccc(NS(=O)(=O)c3cccs3)cc2)n1	/	1	16	-5%
CCSC(=O)CCCCCCCCCCCO	3%	54	-4	4%
CC(C)(C)NC(=O)c1ccc2c(c1)N(CC(=O)N1CCN(c3ccccc3F)CC1)C(=O)C(C)(C)O2	-4%	24	-8	-1%
COc1ccc(/C=C\C(=O)c2c(O)ccc3c(C)cc(=O)oc23)cc1	?	?	-3	3%
Cc1ccccc1Cn1nc(C)c(NC(=O)C2c3ccccc3Oc3ccccc32)c1C	/	59	/	3%
COC(=O)c1[nH]c2cccc(OC)c2c1NC(=O)CN1CC2(C)CC1CC(C)(C)C2 (stereo not given)	5%	25	-8	4%
NCCc1nnc(SCc2ccc(F)cc2)o1	1%	15	16	-4%
COc1ccc(C(O)CNc2ccc(C)cc2)cc1 (stereo not given)	-9%	-5	3	-2%
S=c1[nH]cc(Cc2ccccc2)s1	/	47	/	-3%
O=C(CNC(=O)c1ccc(S(=O)(=O)N2CCCC2)cc1)N/N=C/c1ccccc1Cl	/	-18	/	-4%
Cc1ccc(NC(=O)CN2C(=O)/C(=C\c3cccs3)SC2=S)cc1	/	9	/	-1%
COC(=O)/C(=C/c1ccco1)NC(=O)c1ccco1	/	-4	/	-1%
COc1ccc(C(=O)C(OC(=O)c2ccc(C)c(NC(C)=O)c2)c2ccccc2)cc1 (stereo not given)	13%	3	?	-7%
COc1ccc(C2c3c(ccc4ccccc34)Oc3ncn4nc(CO/N=C/c5ccccc5)nc4c32)cc1 (stereo not given)	-4%	25	2	5%
C[C@@H](CNC(N)=O)NC(N)=O	-1%[11.4 µM]	/	/	5%[11.4 µM]
C/C(=N\NC(=O)CNc1cccc(C)c1)c1ccc(Br)s1	/	2	/	-2%
CCc1nnc(NC(=O)CCN2C(=O)c3ccccc3S2(=O)=O)s1	2%	25	-3	0%
CCCCNC(=O)NC1CCCC1	/	-9	/	0%
Cc1cc(NC(=O)Cc2cn3ccsc3n2)n(-c2ccccc2)n1	0%	?	3	6%
CCCN(CCC)C(=O)c1cc(-c2ccc3c(c2)OCO3)nc2ccccc12	-29%	?	2	-28%
CCN(CC)C(=O)C1CCCN(Cc2ccc3c(c2)OCO3)C1 (stereo not given)	-6%	-8	7	-1%

Continued:
SMILES	15-hLO-2 inh	PNC inhibitor	IMPase cell inh	12-hLO inh
COc1ccc([N+](=O)[O-])cc1NC(=O)CSCc1cc(C)cc(C)c1	/	35	4	-2%
Cc1ccc2nc(-c3cccnc3SCC(=O)N3c4ccccc4CC3C)[nH]c2c1 (stereo not given)	42%[activator]	?	-3	7%
CCNc1ncc2nc(-c3ccccc3)c(=O)n(C3CC3)c2n1	?	/	/	-1%
Cc1c(Br)c([N+](=O)[O-])nn1CCCC(=O)N1CCN(c2ccccc2)CC1	/	33	/	-3%
COCCCNc1nc2c(-c3ccc(Cl)cc3)nnn2c2ccccc12	/	6	/	0%
CCOc1ccccc1NC(=O)c1ccccc1-c1nc(-c2ccccc2OC)no1	-8%	5	14	-2%
Cc1cc(C(=O)N[C@@H](c2ccccc2)[C@]2(C)C[C@H]2[C@@H](C)C(=O)Nc2ccc3ccccc3c2)n(C)n1	15%	/	/	?
CN1CCC(N(C)C(=O)COc2ccccc2-c2ccccc2)CC1	15%	7	7	8%
CC(C)(C)N1C(=O)c2ccc(C(=O)NCc3ccco3)cc2C1=O	-19%	-25	10	-2%
CC(C)NC[C@@H](O)COc1ccc(CCOCC2CC2)cc1	21%	/	-3	-2%
CCC1=C(OC(=O)N(CC)CC)N2C(=O)OC(=NCc3ccccc3)[C@]2(C)[C@H]2C1=CC[C@H]1C(=O)N(CC)C(=O)[C@H]12	-6%	/	/	-3%
CC1Cc2ccccc2N1C(=O)COC(=O)Cn1cnc2ccccc2c1=O (stereo not given)	4%	11	6	-5%
CN(C)c1nc(N)nc(CSc2nnnn2-c2cccc3ccccc23)n1	16%	9	15	-10%
CCCSc1nnc2n(C)c(=O)c3c4c(sc3n12)CCC4	-4%	?	6	-2%
COc1cc(/C(C#N)=C/c2cccc3ccccc23)c([N+](=O)[O-])cc1OC	/	?	/	1%
CCn1c(CNC(=O)COc2ccc(C(C)C)cc2)nnc1SCC(=O)Nc1ccccc1F	6%	-23	-3	6%
COc1ccc(NC(=S)N2CCNC(=O)C2CC(=O)Nc2ccc(C)cc2)cc1 (stereo not given)	/	-22	-7	-4%
Nc1nnc(SCc2ccc(F)cc2)s1	-7%	3	4	-12%
COc1cccc(NC(=O)CSc2nnc(C)s2)c1	0%	34	-3	2%
C/C=C/Cn1c(SCc2ccc(C)cc2)nc2c1c(=O)[nH]c(=O)n2C	-13%	?	-7	0%
CCOC(=O)c1c(NC(=O)c2cc(CC(C)C)on2)sc(C(C)=O)c1C	-5%	?	6	-2%
O=c1ccc(Cl)cn1Cc1ccccc1F	/	-12	-12[0.369 µM]	-3%
CCOC(=O)c1ccccc1NC(=O)/C(C)=C/C(=O)O	-6%	79	4	3%
CCOC(=O)c1c(OCC)[nH]c2c1cc(O)c1ccccc12	?	17	20	?
COc1ccc(Cc2nnc(NC(=O)c3cccc([N+](=O)[O-])c3)s2)cc1	/	28	2	3%

A portion taken from the entries so far:
SMILES	15-hLO-2 inh	PNC inhibitor	IMPase cell inh	12-hLO inh
COC(=O)c1[nH]c2cccc(OC)c2c1NC(=O)CN1CC2(C)CC1CC(C)(C)C2 (stereo not given)	5%	25	-8	4%
NCCc1nnc(SCc2ccc(F)cc2)o1	1%	15	16	-4%
COc1ccc(C(O)CNc2ccc(C)cc2)cc1 (stereo not given)	-9%	-5	3	-2%
S=c1[nH]cc(Cc2ccccc2)s1	/	47	/	-3%
O=C(CNC(=O)c1ccc(S(=O)(=O)N2CCCC2)cc1)N/N=C/c1ccccc1Cl	/	-18	/	-4%
Cc1ccc(NC(=O)CN2C(=O)/C(=C\c3cccs3)SC2=S)cc1	/	9	/	-1%
COC(=O)/C(=C/c1ccco1)NC(=O)c1ccco1	/	-4	/	-1%
COc1ccc(C(=O)C(OC(=O)c2ccc(C)c(NC(C)=O)c2)c2ccccc2)cc1 (stereo not given)	13%	3	?	-7%
COc1ccc(C2c3c(ccc4ccccc34)Oc3ncn4nc(CO/N=C/c5ccccc5)nc4c32)cc1 (stereo not given)	-4%	25	2	5%
C[C@@H](CNC(N)=O)NC(N)=O	-1%[11.4 µM]	/	/	5%[11.4 µM]
C/C(=N\NC(=O)CNc1cccc(C)c1)c1ccc(Br)s1	/	2	/	-2%
CCc1nnc(NC(=O)CCN2C(=O)c3ccccc3S2(=O)=O)s1	2%	25	-3	0%
CCCCNC(=O)NC1CCCC1	/	-9	/	0%
Cc1cc(NC(=O)Cc2cn3ccsc3n2)n(-c2ccccc2)n1	0%	?	3	6%
CCCN(CCC)C(=O)c1cc(-c2ccc3c(c2)OCO3)nc2ccccc12	-29%	?	2	-28%
CCN(CC)C(=O)C1CCCN(Cc2ccc3c(c2)OCO3)C1 (stereo not given)	-6%	-8	7	-1%
COc1ccc([N+](=O)[O-])cc1NC(=O)CSCc1cc(C)cc(C)c1	/	35	4	-2%
Cc1ccc2nc(-c3cccnc3SCC(=O)N3c4ccccc4CC3C)[nH]c2c1 (stereo not given)	42%[activator]	?	-3	7%
CCNc1ncc2nc(-c3ccccc3)c(=O)n(C3CC3)c2n1	?	/	/	-1%
Cc1c(Br)c([N+](=O)[O-])nn1CCCC(=O)N1CCN(c2ccccc2)CC1	/	33	/	-3%

(listing goes on)
SMILES	15-hLO-2 inh	PNC inhibitor	IMPase cell inh	12-hLO inh
S=C(NCCc1ccccn1)Nc1ccc(Cl)c(Cl)c1	/	-12	/	-4%
Cc1cc(C)c(C)c(S(=O)(=O)Nc2ccc(O)cc2)c1C	-4%	-21	-6	2%
COC(=O)c1cc(OC)c(OC)cc1NC(=O)c1ccccc1	-9%	3	7	-1%
Cc1ccc(C(=O)N/C(=C\c2cccs2)C(=O)NCc2ccncc2)cc1	/	15	3	6%
O=C(c1ccccc1)N1CCN(C(=S)NCCc2ccccc2)CC1	/	-8	/	-1%
Nc1nc(NC(=O)c2ccccc2)nn1-c1ccccc1	/	11	/	0%
CCc1nnc(NC(=O)c2c(C)nn(-c3ccccc3)c2Cl)s1	-2%	65	-6	6%
CCCNC(=O)c1cc2ccccc2c(=O)o1	/	?	/	0%
O=C(c1ccc(F)cc1)N1CCC(N2CCOCC2)CC1	-5%	12	?	-5%
CC(=O)N1CCC2(CC1)C(C#N)=C(N)Oc1n[nH]c(C)c12	3%	47	5	3%
O=C1CCc2cc(S(=O)(=O)N3CCC(C(=O)NCCC4=CCCCC4)CC3)ccc2N1	2%	?	1	3%
CN(C(=O)CSc1nnc(-c2n[nH]c3ccccc23)o1)c1ccccc1	/	-13	7	-2%
CC(C)NS(=O)(=O)c1ccc(NC(=S)NC(=O)c2cccc([N+](=O)[O-])c2)cc1	/	-13	/	-14%
CN(c1ccccc1C(=O)O)S(=O)(=O)c1ccc2c3c(cccc13)C(=O)N2	/	?	-8	-6%
CCCc1nn(C(=O)c2ccccc2)c2c1C(=O)CC(C)(C)C2	4%	22	1	-3%
COc1cc(C(=O)NCCC(=O)NCCCN2CCCCC2)cc(OC)c1OC	0%	31	6	-5%
COc1ccc(NC(=O)N2CCc3ccccc32)cc1	-11%	?	7	-9%
COCc1nc2ccccc2n1CCOc1ccccc1OC	8%	?	1	-1%
CCOc1ccccc1NC1=CC(=O)CC(c2ccccc2)C1 (stereo not given)	-5%	77	1	2%
O=C(NCCCN1CCC(Cc2ccccc2)CC1)C1CCN(S(=O)(=O)N2CCOCC2)CC1	/	54	6	-1%
CCOC(=O)c1nn(-c2ccccc2C)c2nc(Nc3ccccc3)cc(=O)n12	/	9	/	1%
CCOC(=O)c1cccc(NC(=O)CSc2nnc(CNc3ccc(C)cc3)n2CC)c1	23%	5	?	-6%
CN1CCN(CC#CC(C)(O)C2CC3C=CC2C3)CC1 (stereo not given)	7%	-23	3	-4%
CCc1nc(C#N)c(N2CCOCC2)o1	/	?	/	3%
Cc1ccc(S(=O)(=O)N2CCC(=O)N(C(COCc3ccc(Cl)c(Cl)c3)Cc3ccccc3)CC2)cc1 (stereo not given)	/	49	/	-1%
Cc1[nH]c2c(Cl)cccc2c1CCNC(=O)C1CCCCC1C(=O)OCC(F)(F)F (stereo not given)	/	-119*	-2	-4%
O=C(Nc1ccccc1[N+](=O)[O-])c1cccnc1Cl	/	-13	/	2%

Single records (already shown):
O=C(Nc1ccccc1[N+](=O)[O-])c1cccnc1Cl is entered as 15-hLO-2 inh: /; PNC inhibitor: -13; IMPase cell inh: /; 12-hLO inh: 2%
CCc1nnc(NC(=O)c2c(C)nn(-c3ccccc3)c2Cl)s1 is entered as 15-hLO-2 inh: -2%; PNC inhibitor: 65; IMPase cell inh: -6; 12-hLO inh: 6%
